High-throughput results deposited in PubChem BioAssay by several laboratories.
Insulin prom inh: TRM-6 insulin promoter activity inhibition | TRM-6 cells (human fetal islet line), insulin promoter-eGFP reporter, imaging; reporter expression induced with tamoxifen | inhibition, % at 2 µM | 130,000 compounds, 0.9% hits | AID 1273;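 active = inhibition above the mean plus 3 SD, with well images judged a real hit on visual review, cut at about 60% in these data, passing the limit was not always enough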
sdo1 growth: compounds rescuing growth of sdo1-depleted yeast, bone marrow failure model; S. cerevisiae sdo1-depleted JHY4D growth rescue, OD600 30 h; hits give high values; pdr5 snq2 efflux-pump mutant strain; z-score at 10 µM; 140,000 compounds, 0.21% hits; AID 817;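 active = z-score above 3 at both the 24 hr and the 30 hr optical density reads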;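 note: z-score against mean and SD of all compound wells on the same plate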
sdo1 growth Rescue 24 h: further read-out of sdo1 growth, marked with its call; z-score; S. cerevisiae sdo1-depleted JHY4D growth rescue, OD600; measured here: growth rescue at 24 h;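 0 is the plate mean of compound wells and units are plate SD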
Starred values were filed as active, the others as inactive; . = not tested or not shown; [ ] = another dose, or the depositor's remark. These rows are one share of the data; count on the stated rates, not on these rows.

SMILES | Insulin prom inh | sdo1 growth | sdo1 growth Rescue 24 h
CCCCCCCCCC(=O)OCC(O)CO (configuration not stated) | 5 | -0.61 | -0.75
COc1cccc2cc(C(=O)N(Cc3ccccc3)CC3CCCO3)c(=O)oc12 (configuration not stated) | 56 | -1 | -1.3
Oc1ccccc1/C=N/Nc1nccnc1Cl | 0 | -0.05 | 0.29
COc1ccc(C(=O)C[n+]2ccccc2C)cc1 | 39 | 0.97 | 0.42
COc1cc(Cl)c(C)cc1NC(=O)CCCN1C(=O)CCC1=O | -46 | -0.81 | -1.6
COc1ccc(C2NCCn3cccc32)cc1 (configuration not stated) | -129 | 0.12 | -1.3
O=C(CC1C(=O)NCCN1Cc1c(F)cccc1Cl)NCCCn1ccnc1 (configuration not stated) | 0 | . | .
C/C(=C\C(=O)c1ccccc1)Nc1ccc2c(c1)OCO2 | . | 1.3 | 1.4
COc1ccc(CNC(=O)CSc2ncnc3ccccc23)cc1OC | 9 | . | .
Cn1c(N)c(C#N)c(C#N)c1-c1ccccc1 | -11 | 1.2 | 1.1
O=C(/C=C/c1cc([N+](=O)[O-])ccc1OC(F)F)Nc1cccc(OC(F)F)c1 | . | -0.54 | -0.49
CC(C)n1c(O)c(/C=C2\C=Nc3ccccc32)sc1=Nc1ccccc1 | . | -0.39 | 0.7
COc1ccc(C2c3c(oc4ccccc4c3=O)C(=O)N2Cc2ccncc2)cc1 (configuration not stated) | -10 | -0.51 | -0.8
CCN(c1ccccc1)S(=O)(=O)c1ccc(C(=O)Nc2nnc(CSC)o2)cc1 | -77 | . | .
O=C(Nc1c(F)c(F)c(F)c(F)c1F)NC1CCCCC1 | -22 | -0.17 | -0.72
CCc1ccc(C(=O)COC(=O)c2cccc(N3C(=O)c4c(C)nc5ccccc5c4C3=O)c2)cc1 | 14 | -0.8 | -0.4
Cc1cccc2nc(CSc3nnnn3-c3ccccc3)cn12 | -9 | 2.2 | 2.1
O=C(NCCN1CCOCC1)N1CCOCC1 | . | 0.19 | -0.14
COc1ccc(OC)c(C2NC(=O)NC(C)=C2C(=O)Nc2ccc(C)cc2C)c1 (configuration not stated) | . | -1.1 | -0.84
CC(C)C(NC(=O)C12CC3CC(CC(C3)C1)C2)C(=O)N/N=C/C1=C(N2CCOCC2)C(=C\c2ccc([N+](=O)[O-])cc2)/CC1 (configuration not stated) | -176 | -1.3 | -0.72
CCNC(=O)CC1C(=O)N(c2ccccc2)C(=O)N1CCc1ccc(OC)c(OC)c1 (configuration not stated) | -286 | 2 | 2
Cc1c(Cl)ccc2c1NC(=O)C21NC(CCC(N)=O)[C@H]2C(=O)N(c3ccc(Cl)cc3)C(=O)[C@H]21 (some centres not stated) | . | 0.37 | 0.16
Cc1ccc(S(=O)(=O)NN2C(=O)c3ccccc3NC2c2ccco2)cc1 (configuration not stated) | 42 | . | .
Cc1ccc(CNC(=O)c2cc3c(s2)CN(Cc2ccccc2)C3)cc1 | 5 | . | .
O=C(c1cn(-c2ccccc2)nc1-c1ccncc1)N1CCCCC1 | 10 | -0.28 | -0.66
Additional records:
SMILES | Insulin prom inh | sdo1 growth | sdo1 growth Rescue 24 h
COc1ccc(OCCSc2nnc3sc4ccccc4n23)cc1 | . | -1.2 | -1.2
O=C(COC(=O)C1CC(O)CN1S(=O)(=O)c1ccc(Cl)cc1)c1ccccc1 (configuration not stated) | 30 | 0.32 | 0.46
CN=C1S/C(=C\c2ccc(N3CCOCC3)cc2C)C(=O)N1C | 22 | -0.08 | -0.35
CCCOc1ccc(C(=O)c2nc3c(n2O)CCCCC3)cc1 | 33 | -0.04 | -0.55
Cc1ccc(-c2cc(-c3ccccc3[N+](=O)[O-])[nH]n2)c(O)c1 | 7 | -2 | -1.1
O=C(c1coc(=O)c2ccccc12)N1CCN(Cc2ccccc2)CC1 | 27 | 0.52 | 0.87
COc1ccc(C(=O)C2CCCN(C3Cc4ccccc4C3)C2)cc1OC (configuration not stated) | 29 | . | .
CCN(CC)S(=O)(=O)c1ccc(-c2nnc(SCC(=O)Nc3ccc4c(c3)OCO4)o2)cc1 | 9 | 0.36 | 1.9
O=C(C1CC1c1ccccc1)N1CCN(c2cccc(Cl)c2)CC1 (configuration not stated) | . | -0.61 | -0.62
COCC(C)Nc1ncnc2c1cnn2-c1ccc(Cl)cc1 (configuration not stated) | . | 0.22[11.9 µM] | 0.24
CCOC(=O)CSc1nc2c(sc(=S)n2Cc2ccco2)c(=O)n1-c1ccccc1 | -88 | -1.5 | -1
COC(=O)c1ccccc1NC(=O)C1COc2ccccc2O1 (configuration not stated) | 21 | -1.5 | -0.76
N#C/C(=C\c1ccccc1)c1n[nH]c(Cn2cncn2)n1 | 17 | 0.55 | 0.2
CO/C=C/C#CC1(O)CCN(C)CC1 | . | 0.2 | -0.18
O=C(Nc1ccc(N=Nc2ccccc2)c(NC(=O)C2CCCO2)c1)C1CCCO1 (configuration not stated) | -21 | -1.8 | -1.3
O=[N+]([O-])c1ccc(CSc2nnc(SCc3ccc(Cl)cc3)s2)cc1 | 12 | -0.18 | 0.39
Cc1ccccc1CSc1nnc(Cn2c(=O)sc3ccccc32)n1C | . | -0.93 | -0.35
CCn1cc(Br)c(C(=O)NC(=S)Nc2ccc(C(=O)OC)cc2)n1 | -33 | 0.85 | 1.8
CNC(=O)NC(=O)CSc1nc2ccccc2n1CCOC | 47 | 0.51 | 0.11
CCOC(=O)Nc1nnc(-c2ccccc2OC)s1 | 16 | -1.6 | -1.4
c1ccc(CNn2nnnc2-c2ccccc2)cc1 | . | 0.37 | 0.1
COc1ccc(NC(=O)CSc2ncn(-c3ccccc3)n2)cc1Cl | -59 | -0.64 | -0.23
O=c1ccc(/C=C/c2ccccc2)nn1Cc1ccc(F)cc1 | 0 | . | .
CCOc1ccc(-c2nc(CSc3nnc(N)s3)cs2)cc1OC | -23 | -1.3 | -0.95
CC(C)COc1ccc(CNC(=S)N/N=C/c2ccc([N+](=O)[O-])cc2)cc1 | -37 | -1.6 | -1.5
(more compounds)
SMILES | Insulin prom inh | sdo1 growth | sdo1 growth Rescue 24 h
COC(=O)Nc1c(-c2ccccc2)nc2ccccn12 | 27 | 1.9 | 1.2
CCOc1ccc(C(=O)NC2CCN(CC(=O)NCc3cccs3)CC2)cc1 | 23 | . | .
O=C(CSCc1ccccc1)Nc1nccs1 | . | -0.2 | -0.11
O=C(NCCN1CCOCC1)c1cc2n(n1)C(C(F)(F)F)CC(c1ccc(F)cc1)N2 (configuration not stated) | 46 | 0.97 | 1.6
COC(=O)c1ccccc1NC(=O)CSc1n[nH]c(CC(C)C)n1 | 23 | -0.35 | -0.03
CC1Cc2ccccc2N1C(=O)COC(=O)c1cccnc1Cl (configuration not stated) | -25 | -0.2 | -0.38
Clc1ccc(CN(CC2CCCO2)C(c2cccs2)c2nnnn2C2CCCC2)cc1 (configuration not stated) | 34 | -0.36 | 0.05
Cc1ccsc1C1CC(=O)NC2=C1C(=O)CC(C)(C)C2 (configuration not stated) | . | -0.88 | -1.5
O=C(NCCc1c[nH]c2ccccc12)/C(=C/c1cccnc1)NC(=O)c1ccccc1 | -23 | . | .
Nc1ccc2c(c1)sc1ccccc12 | 6 | 0.65 | 0.22
CCCCSc1nc2ccccc2n1CC(=O)O | 38 | 2.3 | 3.5
O=C(NC1CCCC1)C(c1cccs1)N(C(=O)c1ccco1)c1ccc2c(c1)OCO2 (configuration not stated) | -231 | 0.94 | 0.4
CCc1ccc2c(c1)C(c1ccc([N+](=O)[O-])cc1)=NNC(c1ccccc1)=N2 | 11 | -1.2 | -0.75
N/C(Cc1ccc(Cl)cc1Cl)=N\OC(=O)Cc1ccc(Cl)cc1 | 21 | -1.7 | -1.3
CCOC(=O)N1CCN(C(=O)Nc2ccc3nc(-c4ccccn4)c(-c4ccccn4)nc3c2)CC1 | -16 | 0.53 | -0.02
Cc1ccc(S(=O)(=O)Cc2ccc(C(=O)N3CCN(c4ccc(F)cc4)CC3)o2)cc1 | . | -0.46 | -0.08
CN(C)c1ccc(N=Nc2ccccc2C(=O)OCC(=O)Nc2ccccc2C(F)(F)F)cc1 | 27 | -0.55 | 0.37
CCN(CC#CCC1(O)c2ccccc2-c2ccccc21)C(C)C | 13 | 1.4 | 2.4
COc1ccc(CCN(Cc2cc3cc(C)ccc3[nH]c2=O)C(=O)N2CCCC2)cc1OC | -52 | 1.5 | 2.3
COC(CN(C(=O)CCl)C(C(=O)NC1CCCCC1)c1ccccc1C)OC (configuration not stated) | . | -0.8 | -0.73
Cc1ccc(S(=O)(=O)NCCSc2nnc(N)s2)cc1 | 47 | 0.06 | 0.07
Cc1cc(C)[n+]2n1C(=O)C(c1ccccc1)=C2[O-] | 63 | 0.31 | 0.02
COCCNC(=O)C(c1ccco1)N(C(=O)Cn1nnc2ccccc21)c1ccccc1C (configuration not stated) | 26 | 0.04 | -0.84
CC(C)NC(=O)CSc1nc2[nH]ncc2c(=O)[nH]1 | 7 | . | .
O=C(CSCCO)Nc1ccccc1 | -14 | 0.48 | -0.78
(listing goes on)
SMILES | Insulin prom inh | sdo1 growth | sdo1 growth Rescue 24 h
CCCCCNC(=O)c1ccc2c(=O)n(CC3CCCO3)c(=S)[nH]c2c1 (configuration not stated) | 20 | . | .
Cc1cc(C(=O)Nc2ccc(S(=O)(=O)Nc3onc(C)c3C)cc2)c(C)o1 | -13 | 0.2 | 0
COc1cc(C(=O)Oc2ccc3c(c2)OCC3=O)cc(OC)c1OC | -34 | -0.28 | -0.26
O=S(=O)(CC(CN1CCOCC1)N1CCOCC1)c1ccccc1 (configuration not stated) | 18 | . | .
CC(C)CCNC(=O)CCS(=O)(=O)c1cccc2nonc12 | . | 0.23 | -0.42
O=S(=O)(NCCSc1ccccc1)c1ccc(F)cc1 | -21 | -0.73 | -0.28
Cc1cccc(C2NC(c3cccc(C)c3)C([N+](=O)[O-])C(C)(C)C2[N+](=O)[O-])c1 (configuration not stated) | -27 | 0.79 | 0.81
CN(C)CCn1c(=S)[nH]c2ccccc2c1=O | -29 | 1.2 | 0.69
O=C(COc1ccc(Cl)cc1)NCc1nnc(SCC(=O)NC2CCCC2)o1 | -24 | 1.5 | 0.86
COc1ccc(CNC(=O)Cc2csc(Nc3nc(=S)[nH]c4ccccc34)n2)cc1 | -16 | -1.2 | -0.09
COc1ccc(OCC(=O)NCc2cccnc2)cc1 | 6 | 2.4 | 1
C#CCSc1nnc(-c2ccccc2)c(=O)[nH]1 | 11 | 0.74 | 0.36
CN(C)c1oc(-c2ccco2)nc1C#N | 0 | -0.69 | -0.91
O=C(NC1CCCc2ccccc21)c1cccc(Br)c1 (configuration not stated) | -67 | -1.6 | -1.3
COc1ccc(CCn2c(N3CCN(C)CC3)nc3c2c(=O)[nH]c(=O)n3C)cc1 | -31 | -0.59 | -0.78
COC(=O)C1=C(C)N(c2ccc(F)cc2)C(=O)C1 | 32 | -0.71 | -0.72
Cc1ccc(NC(=O)CNCc2ccccc2)c(Br)c1 | -4 | . | .
Cc1cc(C(=O)NCc2cc(C(=O)O)oc2C)c(C)o1 | 0 | 1 | 0.84
CC(=O)c1ccc(Nc2c3c(c(C#N)c4nc5ccccc5n24)CCC3)cc1 | . | -0.64 | -0.89
CCC(C)Nc1nc(-c2ccc3c(c2)NC(=O)CO3)cs1 (configuration not stated) | 41 | -0.48 | -1
O=C(O)c1ccc(-n2nnnc2Oc2cccc3cccnc23)cc1 | 36 | 0.29 | -0.53

Grouped by structure, those above with a Cl atom.
SMILES | Insulin prom inh | sdo1 growth | sdo1 growth Rescue 24 h
Oc1ccccc1/C=N/Nc1nccnc1Cl | 0 | -0.05 | 0.29
COc1cc(Cl)c(C)cc1NC(=O)CCCN1C(=O)CCC1=O | -46 | -0.81 | -1.6
O=C(CC1C(=O)NCCN1Cc1c(F)cccc1Cl)NCCCn1ccnc1 (configuration not stated) | 0 | . | .
Cc1c(Cl)ccc2c1NC(=O)C21NC(CCC(N)=O)[C@H]2C(=O)N(c3ccc(Cl)cc3)C(=O)[C@H]21 (some centres not stated) | . | 0.37 | 0.16
O=C(COC(=O)C1CC(O)CN1S(=O)(=O)c1ccc(Cl)cc1)c1ccccc1 (configuration not stated) | 30 | 0.32 | 0.46
O=C(C1CC1c1ccccc1)N1CCN(c2cccc(Cl)c2)CC1 (configuration not stated) | . | -0.61 | -0.62
COCC(C)Nc1ncnc2c1cnn2-c1ccc(Cl)cc1 (configuration not stated) | . | 0.22[11.9 µM] | 0.24
O=[N+]([O-])c1ccc(CSc2nnc(SCc3ccc(Cl)cc3)s2)cc1 | 12 | -0.18 | 0.39
COc1ccc(NC(=O)CSc2ncn(-c3ccccc3)n2)cc1Cl | -59 | -0.64 | -0.23
CC1Cc2ccccc2N1C(=O)COC(=O)c1cccnc1Cl (configuration not stated) | -25 | -0.2 | -0.38
Clc1ccc(CN(CC2CCCO2)C(c2cccs2)c2nnnn2C2CCCC2)cc1 (configuration not stated) | 34 | -0.36 | 0.05
N/C(Cc1ccc(Cl)cc1Cl)=N\OC(=O)Cc1ccc(Cl)cc1 | 21 | -1.7 | -1.3
COC(CN(C(=O)CCl)C(C(=O)NC1CCCCC1)c1ccccc1C)OC (configuration not stated) | . | -0.8 | -0.73
O=C(COc1ccc(Cl)cc1)NCc1nnc(SCC(=O)NC2CCCC2)o1 | -24 | 1.5 | 0.86

3 compounds drawn at random from the list so far:
SMILES | Insulin prom inh | sdo1 growth | sdo1 growth Rescue 24 h
Cc1cccc(C2NC(c3cccc(C)c3)C([N+](=O)[O-])C(C)(C)C2[N+](=O)[O-])c1 (configuration not stated) | -27 | 0.79 | 0.81
Cc1ccc(NC(=O)CNCc2ccccc2)c(Br)c1 | -4 | . | .
O=S(=O)(NCCSc1ccccc1)c1ccc(F)cc1 | -21 | -0.73 | -0.28
